# High-throughput results from PubChem BioAssay.
# FLuc counter – counter-screen for miR-21 project: firefly luciferase inhibitors or activators | purified FLuc, Km substrates, luminescence inhibition | Potency, µM (series often up to 57.5 µM), without a hit: top-dose activity change, negative = inhibition, actives largely listed as inhibitors | hit rate 6.9% among 360,000 | AID 588342;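 also: potency is read from the fitted curve at half-maximal effect; plate controls were vehicle for no effect and reference inhibitor for full effect; nearly all actives have a fitted effect of over 55% in size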
#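 Purified P. pyralis luciferase, 10 nM final, with Km-level 10 uM D-luciferin and 10 uM ATP in 50 mM Tris acetate pH 7.5, 10 mM Mg acetate, 0.01% Tween-20, 0.05% BSA; 6-point qHTS titration about 60 µM downward; luminescence read.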
# Giardia killer – Giardia lamblia killing | Giardia lamblia trophozoite viability | AID 540267 | hit rate 0.15% among 340,000 | activity change, % at 7.66 µM, hits read low; in the data active = activity change below about -80%; inconclusive = between about -30% and that limit;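 also: parasites exposed to compound for two days anaerobically before the ATP read; % is scaled to controls: 0 for no effect and ±100 for the full control effect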
#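 Each well holds 100 Giardia trophozoites and compound. After two days (48 hrs) at 37 deg C in anaerobic conditions, ATP is quantified by luminescence.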
# Tb PFK inh – blocks T. brucei phosphofructokinase; Potency, µM (highest dose often 57.5 µM), for inactives: at the top dose activity, negative = inhibition, most hits filed as inhibitors; AID 485367; hit rate 0.17% among 330,000; T. brucei PFK, ADP-Glo luminescence;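 also: potency is read from the fitted curve at half-maximal effect; 0% = uninhibited 1x PFK enzyme wells and -100% = no-enzyme wells; nearly all actives have a fitted effect of over 60% in size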
# Target sequence (O15648 whole entry, looked up): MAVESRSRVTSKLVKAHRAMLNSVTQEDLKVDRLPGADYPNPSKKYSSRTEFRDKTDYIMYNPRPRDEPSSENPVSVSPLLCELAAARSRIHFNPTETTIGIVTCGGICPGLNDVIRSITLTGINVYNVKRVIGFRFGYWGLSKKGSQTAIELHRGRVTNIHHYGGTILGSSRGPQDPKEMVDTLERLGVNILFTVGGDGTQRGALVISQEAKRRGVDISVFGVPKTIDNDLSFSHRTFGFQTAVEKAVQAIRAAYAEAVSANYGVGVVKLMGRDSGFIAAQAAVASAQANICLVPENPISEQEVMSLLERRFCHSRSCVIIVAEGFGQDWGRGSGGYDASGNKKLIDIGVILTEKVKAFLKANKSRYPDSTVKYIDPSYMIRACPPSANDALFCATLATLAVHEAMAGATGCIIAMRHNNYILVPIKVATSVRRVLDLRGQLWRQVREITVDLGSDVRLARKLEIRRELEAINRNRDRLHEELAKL
#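 Luminescent ADP detection (ADP-Glo, two-step: ATP depletion then ADP-to-ATP conversion for luciferase) reported PFK activity after 45 min room-temperature reaction of 1.25 nM enzyme with 0.5 mM F6P and 0.1 mM ATP at pH 8.0.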
# KCNH2 3.1 block – KCNH2 3.1 (human) potassium channel inhibition. AID 720553. hit rate 0.95% among 340,000. activity change, % (tested at about 1.8 µM). U2OS KCNH2 3.1, thallium flux FluxOr; active compounds read low;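 active = maximum activity change below -70%; inconclusive = maximum activity change from -70% to -50%; inactive = maximum activity change above -50%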;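 also: thallium influx rate constant from kinetic fluorescence after stimulation buffer; % is scaled to controls: 0 for no effect and ±100 for the full control effect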
#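 FluxOr-based Tl+ influx in U2OS cells transduced with KCNH2 3.1 virus; rate constants normalized to DMSO controls.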
# VP16 counter – counter-screen for ROR gamma inhibitors: Gal4-VP16 reporter | Drosophila S2 Gal4-VP16 UAS-luciferase, luminescence, 20 h | Potency, µM (doses to about 53.6 µM), inactives show top-dose activity, negative = inhibition, usual class: inhibitors | hit rate 3.5% among 310,000 | AID 2546;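 also: Gal4-VP16 expression switched on by copper sulfate through the metallothionein promoter; potency is read from the fitted curve at half-maximal effect; % is scaled to controls: 0 for no effect and ±100 for the full control effect; nearly all actives have a fitted effect of over 50% in size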
# Rab9 prom act – activators of Rab9 promoter; Huh7 Rab9 promoter-luciferase reporter, luminescence, 24 h; Potency, µM (top dose mostly 9.22 µM), for inactives: at the highest dose activation, negative = inhibition, actives largely listed as activators; hit rate 2.8% among 320,000; AID 485297; also: potency is read from the fitted curve at half-maximal effect; % of control where 0% means no effect; nearly all actives have a fitted effect of over 60% in size
#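 Huh7 cells stably carrying a Rab9 promoter-luciferase reporter, 1500 cells per well in OP-MEM I with 10% FBS, treated with compound 24 hours at 37C. Luciferase activity read by luminescence after 10 minutes with Amplite reagent.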
# Coupling enz – counter-screen for Giardia aldolase inhibitors: coupling enzyme system. coupling enzyme system counterscreen, AmpLite Red fluorescence. activity change, negative = inhibition, % at 58.2 µM, hits read low. hit rate 0.67% among 290,000. AID 2472; in the data active = activity change below about -30%; also: % is scaled to controls: 0 for no effect and ±100 for the full control effect
#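 Activity here indicates interference with the coupling reaction, not aldolase inhibition. Compounds at 57.5 uM final met coupling enzymes for 10 min at RT; substrate and AmpLite Red detection followed, with a 525/598 nm fluorescence read after 20 min.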
# RORgamma inh – ROR gamma (mouse) transcription inhibition; AID 2551; P51450; Potency, µM (titrated, usually from 53.6 µM), inactives show at the highest dose activity change, negative = inhibition, hits mostly inhibitors; Drosophila S2 Gal4-RORgamma UAS-luciferase reporter, 20 h; hit rate 5.4% among 310,000; also: potency is read from the fitted curve at half-maximal effect; % is scaled to controls: 0 for no effect and ±100 for the full control effect; nearly all actives have a fitted effect of over 60% in size
#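 Drosophila S2 cells stably expressing Gal4-DBD/mouse RORγ fusion under metallothionein promoter plus UAS-luciferase; compound 1 h, then 700 uM CuSO4 induction for 20 h at ambient temperature; inhibition read as reduced luminescence.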
# NPC1 prom act – NPC1 promoter activation. AID 485313. Huh7 NPC1 promoter luciferase reporter, 24 h. Potency, µM (titrated, usually from 9.22 µM), inactives show at the highest dose activation, most hits filed as activators. hit rate 2.4% among 320,000;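 also: potency is read from the fitted curve at half-maximal effect; % of control where 0% means no effect; nearly all actives have a fitted effect of over 60% in size; reporter is driven by a mutant NPC1 promoter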
#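 Compounds in DMSO were transferred onto Huh7 NPC1-luciferase reporter cells pre-incubated 2 h; after 24 h at 37 °C, Amplite reagent was dispensed and luminescence recorded 10 min later.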
# ELG1 genotoxic – inducers of genotoxicity in HEK293T ELG1-luciferase cells. Potency, µM (titrated, usually from 46 µM), without a hit: at the highest dose activity change, positive = activation, actives largely listed as activators. AID 504466. hit rate 1.3% among 330,000. HEK293T ELG1-luciferase reporter, luminescence, 16 h; also: potency is read from the fitted curve at half-maximal effect; % of control where 0% means no effect; nearly all actives have a fitted effect of over 60% in size
#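 16 hr compound incubation (37 °C, 5% CO2) of HEK293T cells carrying luciferase-tagged ELG1; luciferase then measured by ONE-Glo luminescence after 30 min at RT.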
# uPA surface inh – inhibitors of cell surface uPA generation. Potency, µM (doses to about 38.3 µM), without a hit: at the highest dose activity change, negative = inhibition, hits mostly inhibitors. cell surface uPA generation assay, qHTS. hit rate 0.31% among 330,000; active = well fitted inhibition curve with a large enough effect; inconclusive = small, poorly fitted or top-dose-only effect; inactive = no such curve, though single readings can be large or run the other way; tested in mouse RAW 264.7 cells; also: potency is read from the fitted curve at half-maximal effect; % is scaled to controls: 0 for no effect and ±100 for the full control effect; nearly all actives have a fitted effect of over 55% in size
# * hit, by the source's call; ? = inconclusive; . = not tested or not shown; [ ] = dose if it differs, or a comment. Unless noted, calls follow the shape of the dose curve; as a rule, active = well fitted curve in the direction sought with a large enough effect; inconclusive = small, poorly fitted or top-dose-only effect, or another doubt; inactive = no such curve, though single readings can be large; an effect the other way counts as inactive or inconclusive. Rows were taken by chance; 14% or so of the library scored in one or more.
# The first 3 records, ahead of the listing:
SMILES,FLuc counter,Giardia killer,Tb PFK inh,KCNH2 3.1 block,VP16 counter,Rab9 prom act,Coupling enz,RORgamma inh,NPC1 prom act,ELG1 genotoxic,uPA surface inh
CC(=O)c1cccc(S(=O)(=O)NCCC(=O)NC2CCCCCC2)c1,1.8%,29.5,-7.0%,23.5,.,1.4%,.,.,-1.2%,-0.6%,3.4%
O=C(c1ccc(F)cc1)N1CCCC(c2nc(-c3cccs3)no2)C1 (stereo unspecified),-3.2%,8.5,-1.2%,-6.5,4.9%,1.1%,1.8,2.2%,6.8%,-6.6%,-7.8%
O=C(Nc1ccc2c(c1)OCO2)N1CCN(c2ncc(C(F)(F)F)cc2Cl)CC1,2.1%,-16.3,-0.9%,7.0,-9.2%,-7.2%,0.1,?,1.6%,-1.8%,7.7%

# Results, from the first entry:
SMILES,FLuc counter,Giardia killer,Tb PFK inh,KCNH2 3.1 block,VP16 counter,Rab9 prom act,Coupling enz,RORgamma inh,NPC1 prom act,ELG1 genotoxic,uPA surface inh
CC(=O)c1cccc(S(=O)(=O)NCCC(=O)NC2CCCCCC2)c1,1.8%,29.5,-7.0%,23.5,.,1.4%,.,.,-1.2%,-0.6%,3.4%
O=C(c1ccc(F)cc1)N1CCCC(c2nc(-c3cccs3)no2)C1 (stereo unspecified),-3.2%,8.5,-1.2%,-6.5,4.9%,1.1%,1.8,2.2%,6.8%,-6.6%,-7.8%
O=C(Nc1ccc2c(c1)OCO2)N1CCN(c2ncc(C(F)(F)F)cc2Cl)CC1,2.1%,-16.3,-0.9%,7.0,-9.2%,-7.2%,0.1,?,1.6%,-1.8%,7.7%
O=C1CCCN1CCCNCC(O)c1ccccc1 (stereo unspecified),-1.6%,-17.1,2.1%,1.1,0.1%,-4.2%,0.4,-16.5%,0.0%,-5.1%,-1.5%
O=C(CSc1nc2ccccc2c(=O)n1CCCN1CCOCC1)Nc1ccc2c(c1)OCO2,-1.8%,-14.3,-0.4%,-1.2,-3.1%,-9.9%,0.5,36.5%,-1.2%,-7.2%,1.5%
CCOc1ccc(Nc2nc(N)c([N+](=O)[O-])c(N3CCOCC3)n2)cc1,-3.0%,8.5,1.8%,21.1,2.8%,-3.4%[1.84 µM],0.2,16.9%,-6.9%,-5.4%,2.2%
O=S(=O)(/N=C(/Nc1cccc2ccccc12)c1ccc(F)cc1)c1ccccc1,1.0%,-6.3,-3.4%,-25.6,22.9%,-2.0%,-1.9,13.9%,-2.2%,-0.2%,-0.3%
Cc1ccc(C(C(=O)NCC2CCCO2)N(C(=O)c2snc(C(N)=O)c2N)c2ccc3c(c2)OCCO3)cc1 (stereo unspecified),0.9%,7.6,-0.8%,13.3,1.9%,-2.7%,0.1,30.5%,0.8%,-9.9%,3.1%
O=C(CSc1nnc(-c2ccccc2Cl)n1Cc1ccco1)Nc1ccc2c(c1)OCCO2,-7.4%,16.2,1.7%,-0.3,0.5%,-13.3%,2.5,-27.3%,2.8%,-9.2%,1.0%
O=C(COC(=O)CC1c2ccccc2CCN1S(=O)(=O)c1ccccc1)Nc1ccccc1 (stereo unspecified),0.7%,-12.8,-3.9%,0.1,-0.5%,-4.5%,0.0,-6.2%[10 µM],-2.2%,-5.8%,2.1%
CSCC(O)Cn1[nH]c(=O)c2cc(Cl)c(Cl)cc2c1=O (stereo unspecified),-3.7%,5.6,1.1%,5.2,0.1%,-1.7%,-3.4,-0.2%,4.5%,0.7%,0.8%
O=C(c1cc2c(=O)n3ccccc3nc2s1)N1CCN(c2cccc(Cl)c2)CC1,2.4%,28.4,-6.4%,18.0,-11.5%,-0.5%,-0.3,10.9%,-1.9%,?,0.5%
CCOC(=O)N1CCN(C(=O)C2CCCN(S(=O)(=O)c3ccccc3)C2)CC1 (stereo unspecified),-1.3%,10.9,3.6%,4.1,10.6%,-3.8%,2.6,16.2%,0.8%,-6.2%,.
Cc1ccc(NC(=O)c2ccco2)c(NC(=O)c2ccc(Cl)cc2)c1,-2.4%,-17.6,0.0%,-11.9,10.5%,-0.3%,0.5,?,-3.5%,-11.0%,2.3%
Cc1ccc(/C=N/NC(=O)c2nnn(-c3nonc3N)c2CN(C)C)o1,-1.8%,-15.6,-2.1%,-4.3,0.0%,-0.4%,-0.6,-22.8%,4.7%,-2.2%,14.8%
CCOc1ccccc1NC(=O)CCS(=O)(=O)c1ccc2c(c1)CC(C)N2C(C)=O (stereo unspecified),-0.8%,1.9,3.5%,-3.6,-12.4%,-0.2%,.,-4.1%,-3.0%,1.0%,22.6%
COc1cccc(NC(=O)C(=O)NCc2ccncc2)c1,19µM*,-12.3,-4.0%,.,9.2%,?,0.0,-0.2%,2.3%,?,-1.8%
S=C(Nc1ccc(Cl)cc1)Nc1ccc2cn[nH]c2c1,-2.4%,-0.5,1.4%,-14.2,0.6%,-2.1%,-1.0,?,-1.5%,-3.4%,-9.5%

# Laid out differently: results already given.
mol: O=C(COC(=O)CC1c2ccccc2CCN1S(=O)(=O)c1ccccc1)Nc1ccccc1 (stereo unspecified)
  FLuc counter: 0.7%; Giardia killer: -12.8; Tb PFK inh: -3.9%; KCNH2 3.1 block: 0.1; VP16 counter: -0.5%; Rab9 prom act: -4.5%; Coupling enz: 0.0; RORgamma inh: -6.2%[10 µM]; NPC1 prom act: -2.2%; ELG1 genotoxic: -5.8%; uPA surface inh: 2.1%
mol: O=C1CCCN1CCCNCC(O)c1ccccc1 (stereo unspecified)
  FLuc counter: -1.6%; Giardia killer: -17.1; Tb PFK inh: 2.1%; KCNH2 3.1 block: 1.1; VP16 counter: 0.1%; Rab9 prom act: -4.2%; Coupling enz: 0.4; RORgamma inh: -16.5%; NPC1 prom act: 0.0%; ELG1 genotoxic: -5.1%; uPA surface inh: -1.5%
mol: O=C(c1cc2c(=O)n3ccccc3nc2s1)N1CCN(c2cccc(Cl)c2)CC1
  FLuc counter: 2.4%; Giardia killer: 28.4; Tb PFK inh: -6.4%; KCNH2 3.1 block: 18.0; VP16 counter: -11.5%; Rab9 prom act: -0.5%; Coupling enz: -0.3; RORgamma inh: 10.9%; NPC1 prom act: -1.9%; ELG1 genotoxic: ?; uPA surface inh: 0.5%
mol: O=C(Nc1ccc2c(c1)OCO2)N1CCN(c2ncc(C(F)(F)F)cc2Cl)CC1
  FLuc counter: 2.1%; Giardia killer: -16.3; Tb PFK inh: -0.9%; KCNH2 3.1 block: 7.0; VP16 counter: -9.2%; Rab9 prom act: -7.2%; Coupling enz: 0.1; RORgamma inh: ?; NPC1 prom act: 1.6%; ELG1 genotoxic: -1.8%; uPA surface inh: 7.7%
